# High-throughput results deposited in PubChem by National Center for Advancing Translational Sciences (NCATS).
# KCNH2 3.1 inh = KCNH2 3.1 (human) potassium channel inhibition; U2OS KCNH2 3.1, thallium flux FluxOr; active compounds read low; activity change, % (tested at about 1.8 µM); actives 0.95% (n = 340,000); AID 720553;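 active = maximum activity change below -70%; inconclusive = maximum activity change from -70% to -50%; inactive = maximum activity change above -50%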;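 also: thallium influx rate constant from kinetic fluorescence after stimulation buffer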
#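 Thallium flux read-out: FluxOr dye with Red40 quencher in HBSS/HEPES, 45 min at RT. Rate constants from kinetic reads were normalized to positive and negative DMSO controls. Cells: U2OS virally expressing the 3.1 isoform.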
# KCNH2 WT inh = KCNH2 (human, wildtype) channel inhibition; Q12809; AID 720551; U2OS, BacMam KCNH2, thallium flux FluxOr; active compounds read low; activity change, % at 1.84 µM; actives 0.37% (n = 340,000);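 active = maximum activity change below -70%; inconclusive = maximum activity change between -70% and -50%; inactive = maximum activity change above -50%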
# Target sequence (Q12809 whole entry, looked up): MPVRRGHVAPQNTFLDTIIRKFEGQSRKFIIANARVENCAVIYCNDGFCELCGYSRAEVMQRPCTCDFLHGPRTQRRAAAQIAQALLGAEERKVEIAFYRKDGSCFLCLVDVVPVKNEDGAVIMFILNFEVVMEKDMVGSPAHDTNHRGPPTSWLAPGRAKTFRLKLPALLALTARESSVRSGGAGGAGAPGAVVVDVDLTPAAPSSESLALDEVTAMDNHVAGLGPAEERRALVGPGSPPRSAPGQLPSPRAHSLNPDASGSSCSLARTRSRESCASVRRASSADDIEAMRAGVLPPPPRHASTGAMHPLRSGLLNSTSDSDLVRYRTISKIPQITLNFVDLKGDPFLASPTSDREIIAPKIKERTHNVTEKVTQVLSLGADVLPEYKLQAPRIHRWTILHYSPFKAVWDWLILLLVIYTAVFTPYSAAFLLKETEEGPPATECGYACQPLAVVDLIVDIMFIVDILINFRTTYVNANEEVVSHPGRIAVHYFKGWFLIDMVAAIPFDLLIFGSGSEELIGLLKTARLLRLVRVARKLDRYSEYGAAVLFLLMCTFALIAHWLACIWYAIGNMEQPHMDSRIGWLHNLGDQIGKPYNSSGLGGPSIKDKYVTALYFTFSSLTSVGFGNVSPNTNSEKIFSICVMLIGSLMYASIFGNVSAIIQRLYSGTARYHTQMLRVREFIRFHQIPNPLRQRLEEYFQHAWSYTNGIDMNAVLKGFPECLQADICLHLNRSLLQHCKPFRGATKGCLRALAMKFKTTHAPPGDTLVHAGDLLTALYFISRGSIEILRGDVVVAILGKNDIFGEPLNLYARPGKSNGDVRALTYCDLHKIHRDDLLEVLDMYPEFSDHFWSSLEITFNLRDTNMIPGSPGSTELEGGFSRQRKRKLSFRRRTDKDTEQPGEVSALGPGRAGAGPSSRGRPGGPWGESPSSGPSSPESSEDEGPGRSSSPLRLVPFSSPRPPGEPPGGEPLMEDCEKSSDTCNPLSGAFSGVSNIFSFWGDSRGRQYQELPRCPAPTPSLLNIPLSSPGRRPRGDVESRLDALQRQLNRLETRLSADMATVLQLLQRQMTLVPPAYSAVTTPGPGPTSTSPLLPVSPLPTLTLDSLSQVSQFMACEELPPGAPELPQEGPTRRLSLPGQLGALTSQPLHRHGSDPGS
#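 U2OS cells transduced with wild-type KCNH2 virus are loaded with FluxOr dye for 45 min, and thallium flux is measured in kinetic reads before and after stimulation buffer. Rate constants are normalized to DMSO controls.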
# Integrin act MD = activators of alpha7 integrin expression for muscular dystrophy. Potency, µM (top dose mostly 38.3 µM), inactives show top-dose activation, actives largely listed as activators. alpha7betagal myoblasts, beta-gal FDG fluorescence, 48 h. actives 0.064% (n = 350,000); active = well fitted activation curve with a large enough effect; inconclusive = small, poorly fitted or top-dose-only effect; inactive = no such curve, though single readings can be large or run the other way;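 also: potency is read from the fitted curve at half-maximal effect; 100% = response of the positive control SU9516; nearly all actives have a fitted effect of over 60% in size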
#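 alpha7betagal+/- myoblasts (passage 13, 250/well) treated 48 h at 37C with compounds at 1:260 dilution of DMSO stock. Lysed, then beta-galactosidase activity read as FDG fluorescence (ex 480/em 540) after 30 min, with pre-read for autofluorescence.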
# An asterisk follows results filed as active; ? = inconclusive; [ ] = another dose, or the depositor's remark. Unless noted, % is scaled to controls: 0 for no effect and ±100 for the full control effect. These rows are one share of the data, so the mix of outcomes need not match the whole.
smiles | Integrin act MD | KCNH2 WT inh | KCNH2 3.1 inh
CC(=O)c1ccc(S(=O)(=O)N2CCN(c3ccnc4cc(Cl)ccc34)CC2)cc1 | -9% | -123* | -98*
Cc1ccc(Cc2c(-c3ccc(C)cc3)nc3c4ccccc4ccn23)cc1 | 11% | 1 | -46
COc1ccccc1NC(=O)Cc1nc(=O)[nH]c(=O)[nH]1 | -14% | 3 | 11
CC(=O)N1N=C(c2ccc(Br)cc2)CC1c1cccc([N+](=O)[O-])c1 (centres undefined) | 7% | 0 | 4
O=C(NCCOc1ccc(F)cc1)C1CCC(=O)N(Cc2ccc(Cl)cc2)C1 (centres undefined) | 5% | 45 | -3
O=c1c2cc(F)ccc2sn1-c1ccccc1Cl | 5% | -17 | -15
Cn1c(SCC(=O)NCCC2=CCCCC2)nnc1C(F)(F)F | 1% | -3 | 3
CCN(Cc1ccccc1)N=Nc1ccccc1 | 7% | -1 | -6
CCN1C(=O)[C@H]2[C@@H](c3ccc(C)cc3)N[C@]3(CCCN(Cc4cccn4C)C3=O)[C@H]2C1=O | 2% | 9 | 29
O=C1c2ccccc2CCC12OC2c1ccncc1 (centres undefined) | -20% | 3 | 2
C[C@@H]1CN([C@H](C)CO)S(=O)(=O)c2ccc(-c3ccc(C#N)cc3)cc2O[C@H]1CN(C)C(=O)Nc1cc(F)ccc1F | -14% | -1 | -17
Cc1ccc(S(=O)(=O)N2C[C@H]3n4c(=O)ccc(=O)n4C[C@H](OC(=O)NCC4CCCCC4)[C@@]3(O)C2)cc1 | -62%[inhibitor] | -3 | 0
CCOC(=O)c1c(C)oc(=O)c(CC)c1O | 9% | 4 | 9
CC(OC(=O)[C@H](C)N=C1NS(=O)(=O)c2ccccc21)C(=O)Nc1ccc(F)c(F)c1F (some centres undefined) | 6% | -1 | 8
CC1(C2CC(=O)c3c(O)ccc(O)c3C2)OCCO1 (centres undefined) | -4% | -19 | 1
CC(C)CC(=O)Nc1nnc(SCC(=O)NC2CCCC2)s1 | -2% | -10 | -5

# Part of the list above, showing only KCNH2 3.1 inh and KCNH2 WT inh:
molecule,KCNH2 3.1 inh,KCNH2 WT inh
O=C1c2ccccc2CCC12OC2c1ccncc1 (centres undefined),2,3
C[C@@H]1CN([C@H](C)CO)S(=O)(=O)c2ccc(-c3ccc(C#N)cc3)cc2O[C@H]1CN(C)C(=O)Nc1cc(F)ccc1F,-17,-1

# New compounds follow:
smiles | Integrin act MD | KCNH2 WT inh | KCNH2 3.1 inh
O=S(=O)(NC1CCN(Cc2ccccc2)CC1)c1ccc(F)c(F)c1 | -18% | 21 | 11
O=C(NNC(=O)C(c1ccccc1)c1ccccc1)c1ccccc1O | -24% | 0 | 0
CCCCNC(=O)CN1C(=O)CSc2ccc(S(=O)(=O)N3CCOCC3)cc21 | 2% | -6 | -6
COc1cc2c(cc1[N+](=O)[O-])-c1ccc([N+](=O)[O-])cc1C2=NO | -5% | 1 | 9
COc1ccc(C#Cc2ccc(C3=CC(=O)CC(C)(C)C3=O)cc2)cc1 | 7% | -9 | -48
O=C(Nc1ccc([N+](=O)[O-])cc1)C(c1ccccc1)c1ccccc1 | -3% | 7 | -79*
Cc1ccc(NC(=O)c2nc[nH]c2C(=O)Nc2ccccc2F)cc1 | 1% | -15 | -1
C[C@@H]1CN([C@H](C)CO)C(=O)CCCn2cc(nn2)CO[C@H]1CN(C)C(=O)Nc1ccccc1F | 21% | 2 | 8
CCc1noc(C)c1C(=O)N(CC)CC(=O)NCc1ccc(F)cc1 | -5% | 1 | 9
CCOc1ccc(NC(=O)CN(C)C2=NS(=O)(=O)c3ccccc32)cc1 | -5% | ? | -10
C[C@@H]1CN([C@@H](C)CO)C(=O)CCCn2nncc2CO[C@@H]1CN(C)S(=O)(=O)c1ccc(Cl)cc1 | 15% | 4 | 8
O=C1OC(Cc2ccccc2)(c2ccccc2)c2ccccc21 (centres undefined) | -1% | -2 | -11
CCN(CCn1cccn1)C(=O)c1ccc(OC2CCN(C(=O)CCOC)CC2)cc1 | 15% | -1 | -2
CCC1NC(=O)c2cccnc2-n2c1nc1cc(F)ccc1c2=O (centres undefined) | 6% | -16 | 8
COc1ccccc1N(CC(=O)NCCSCc1ccccc1)S(=O)(=O)c1ccccc1 | -13% | -5 | -8
Cc1ccc(C(=O)N(Cc2ccco2)c2c(N)n(Cc3ccccc3)c(=O)[nH]c2=O)cc1 | -3% | -8 | -1
O=C1Nc2cc(C(=O)NCCCN3CCCC3)ccc2S/C1=C/c1cccc(Cl)c1 | -60%[inhibitor] | 24 | -45
C[C@H]1CN([C@@H](C)CO)C(=O)CCCn2nncc2CO[C@@H]1CN(C)Cc1ccc2c(c1)OCO2 | 20% | -5 | -5
C[C@H]1CN([C@@H](C)CO)S(=O)(=O)c2ccc(Br)cc2O[C@H]1CN(C)C(=O)C1CCC1 | -4% | -13 | 5
C[C@@H]1CN([C@H](C)CO)C(=O)c2c(c3ccccc3n2C)-c2ccccc2CO[C@H]1CN(C)Cc1ccc2c(c1)OCCN2C | 10% | -11 | 1
C[C@@H]1CN([C@@H](C)CO)S(=O)(=O)c2ccc(Br)cc2O[C@@H]1CN(C)S(=O)(=O)c1cn(C)cn1 | -3% | -14 | -1
CC1C(=O)N(Cc2cn(Cc3ccco3)nn2)CCS(=O)(=O)N1Cc1ccc(-c2ccncc2)cc1 (centres undefined) | 2% | 6 | 5
CCN1CCN(CCNC(=O)c2ccc3c(c2)NC(=O)/C(=C\c2cccc(Cl)c2)S3)CC1 | 18% | 34 | 2
CC(C1SC(=S)NC1=O)C1SC(=S)NC1=O (centres undefined) | 4% | 0 | -9
COC1OC2COC(c3ccccc3)OC2C(NC(C)=O)C1OC(C)=O (centres undefined) | -5% | -3 | -6
CCN(C(=O)COC(=O)CNS(=O)(=O)c1ccc(C)cc1)C1CCS(=O)(=O)C1 (centres undefined) | -8% | -11 | -2
Cc1ccc(N(CC(=O)N2CCCCCC2)S(C)(=O)=O)c(C)c1 | -5% | 12 | 7
O=C(C[C@H]1C(=O)N(CCc2ccccc2)C[C@@H]1Cc1ccccc1)Nc1ccc(Br)cc1 | -37% | -12 | -47
CC(C)(CO)CN1CCC(n2nccc2NC(=O)C2CCOC2)CC1 (centres undefined) | 6% | 13 | -4
O=C(C[C@H]1C[C@@H]2c3cc(NC(=O)Nc4ccccc4)ccc3O[C@@H]2[C@@H](CO)O1)NCC1CC1 | 22% | -10 | -28
CC1(c2ccc(Cl)cc2Cl)NC(=O)N(CC(=O)NCCC2=CCCCC2)C1=O (centres undefined) | -12% | 0 | 5
COc1ccccc1Cn1c(=S)[nH]c2cc(C(=O)N3CC(C)CC(C)C3)ccc2c1=O (centres undefined) | 0% | 4 | 8
CCOc1ccc(NC(=S)N2CCC(C(=O)c3ccc(OC)cc3)CC2)cc1 | 16% | 2 | -7
CC1(C)CC(=Cc2cc(O)ccc2[N+](=O)[O-])C(=O)c2ccccc21 | 12% | 2 | 1
CSCc1ccc(C(=O)OCC(=O)NC2CCCC2)o1 | 11% | -10 | 6
CCCCCC(=O)N1C[C@H](n2cc(-c3ccc(F)cc3)nn2)[C@@H](O)C[C@@H]1c1ccc(Cl)cc1 | -42% | 8 | -31
COc1ccc([C@H]2C[C@H](O)[C@@H](n3cc(COC(=O)c4ccccc4)nn3)CN2Cc2cccs2)cc1 | 10% | -3 | -6
O=C(c1cc(COc2c(F)cccc2F)on1)N1CC[C@@H]2CCCC[C@H]2C1 | -54%[inhibitor] | 1 | -5
O=C(c1cccs1)N1C[C@H](n2cc(C3CC3)nn2)[C@@H](O)C[C@@H]1c1ccc(Cl)cc1 | -13% | -30 | 24
CC1=NN(c2ccccc2)C(=O)C1C(=S)SC1CC(=O)NC1=O (centres undefined) | 3% | -6 | -1
C[C@@H]1CN([C@H](C)CO)C(=O)CCCn2cc(nn2)CO[C@H]1CN(C)C(=O)Nc1ccccc1 | -2% | 9 | -6
CN(N=Cc1ccccc1)C(=S)Nc1ccccc1 | -10% | -10 | -3
C[C@@H]1CCCCO[C@@H](CN(C)C(=O)Nc2ccc3c(c2)OCO3)[C@@H](C)CN([C@H](C)CO)C(=O)c2cc(N(C)C)ccc2O1 | -11% | 13 | -21
Nc1ccn([C@@H]2O[C@H](CNC(=O)[C@H]3CCC(=O)N3)[C@@H](O)[C@H]2O)c(=O)n1 | 12% | -2 | -10
COc1cccc(OC)c1C(=O)N1CCN(Cc2ccccc2F)CC1 | 11% | 1 | -7
COc1ccc(-c2ccc(CN3C(C(C)C)C(=O)N(Cc4cn(CCC5OCCO5)nn4)CCS3(=O)=O)cc2)cc1OC (centres undefined) | 17% | -10 | 5
O=C(Nc1cc(Cl)ccc1N1CCOCC1)c1ccc2c(c1)OCO2 | 9% | ? | -9
CCC1NC(=O)c2cc3ccccc3cc2-n2c1nc1cc(F)ccc1c2=O (centres undefined) | -18% | 2 | -32

# Four consecutive compounds already listed:
smiles | Integrin act MD | KCNH2 WT inh | KCNH2 3.1 inh
COc1cccc(OC)c1C(=O)N1CCN(Cc2ccccc2F)CC1 | 11% | 1 | -7
COc1ccc(-c2ccc(CN3C(C(C)C)C(=O)N(Cc4cn(CCC5OCCO5)nn4)CCS3(=O)=O)cc2)cc1OC (centres undefined) | 17% | -10 | 5
O=C(Nc1cc(Cl)ccc1N1CCOCC1)c1ccc2c(c1)OCO2 | 9% | ? | -9
CCC1NC(=O)c2cc3ccccc3cc2-n2c1nc1cc(F)ccc1c2=O (centres undefined) | -18% | 2 | -32

# Further records:
smiles | Integrin act MD | KCNH2 WT inh | KCNH2 3.1 inh
CC1=C(C(=O)N(C)C)CC(CC(=O)NC2CCCC2)C(=O)N1CCCN1CCCC1=O (centres undefined) | -7% | 1 | 5
COC(=O)[C@H]1C[C@H](OC(=O)Nc2c(C)noc2C)[C@@]2(O)CN(S(=O)(=O)c3ccc(C)cc3)CC2[C@H]1C(=O)OC (some centres undefined) | -11% | -1 | -3
O=C(COc1ccc(F)cc1Br)Nc1ccccc1N1CCCC1 | -21% | 2 | -4
CCOC(=O)C1=C(COC(=O)CNS(=O)(=O)c2ccc(C)c(C)c2)NC(=O)NC1C (centres undefined) | -3% | -8 | -6
C[C@H](CO)N1C[C@H](C)[C@@H](CN(C)S(=O)(=O)c2cccc(F)c2)OCc2cnnn2CCCC1=O | 9% | -4 | 4
O=C(CNC(=O)c1ccccc1)OC(C(=O)O)c1ccc(F)cc1 (centres undefined) | 15% | -4 | 0
Cc1ccccc1C#CC1=CC(=O)CC(C)(C)C1 | -16% | 11 | -7
CN(C)S(=O)(=O)c1ccc2c(c1)nc(CCC(=O)NCC(=O)Nc1ccc(F)c(F)c1F)n2C | 18% | -1 | -9
CCCCN1C(=O)C(CC(=O)NCCc2ccccn2)CC(C(=O)N(CC)CC)=C1C (centres undefined) | 18% | 5 | 6
COc1ccc(-c2ccc3[nH]c4c(c3c2)CCN2C[C@H]3[C@H](C)ON(C)[C@H]3C[C@@H]42)cc1 | -35% | -1 | -4
CN(CC(=O)Nc1ccc(Cl)c(C(F)(F)F)c1)C(=O)COc1cccc2cccnc12 | 14% | -15 | -14
CCC/C=C/c1ccc(CN2C(C(C)C)C(=O)N(Cc3cn(CCOCOC)nn3)CCS2(=O)=O)cc1 (centres undefined) | 14% | -7 | -2
Cc1coc2c(C)c3oc(=O)c(CCC(=O)N[C@H](C(=O)O)C(C)C)c(C)c3cc12 | 9% | 0 | 3
Cc1onc(-c2ccccc2)c1C(=O)OCC(=O)Nc1ccccc1Cl | 11% | 4 | 0
Cc1cc(-c2ccc(Br)cc2)n2nc(C)cc2n1 | -19% | -9 | 6
C[C@@H]1CN([C@@H](C)CO)C(=O)CCCn2nncc2CO[C@H]1CN(C)C(=O)Nc1ccccc1F | 1% | -7 | -1
Cc1ccc(Cc2c(-c3ccccc3)nc3cc(C)ccn23)cc1 | -8% | -4 | -1
Cc1ccc(S(=O)(=O)N2C[C@@H](C)[C@]3(C2)[C@H](O)[C@H](OC(=O)NC2CC2)C[C@H]2C(=O)N(c4ccccc4)C(=O)[C@H]23)cc1 | -29% | -5 | -7
C[C@H](CO)N1C[C@H](C)[C@@H](CN(C)C(=O)NC2CCCC2)Oc2cc(Br)ccc2S1(=O)=O | 0% | -2 | -3
COc1ccc(C)cc1S(=O)(=O)N1CCCC(N2CCN(c3ccccc3)CC2)C1 (centres undefined) | -6% | 28 | 14
CC(C)Oc1ccc(S(=O)(=O)N2CCOCC2)cc1NC(=O)CC1CC2CCC1C2 (centres undefined) | -20% | 9 | 0
Nc1nc(N)c2cc(Sc3cccc(C(F)(F)F)c3)ccc2n1 | -51% | 16 | -26
CCCn1c(C)cc(C(=O)CN2C(=O)c3ccccc3S2(=O)=O)c1C | 4% | -23 | -27
Cc1ccc(S(=O)(=O)N(C)C[C@H]2OCc3cn(nn3)CCCC(=O)N([C@H](C)CO)C[C@@H]2C)cc1 | -1% | -5 | 9
COc1ccc2c(c1)C(=O)C1(CC2)OC1c1cccnc1 (centres undefined) | 9% | -5 | 0
